# From PubChem
# GASC1 inh: inhibitors of human demethylase GASC-1 KDM4C; GST-KDM4C 2-372, H3K9me3 peptide, LANCE TR-FRET; inhibition, % at 12.5 µM; 0.15% of 96,000 active;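 active means mean replicate inhibition above about 25%, with at least 55% of replicates also reaching it, limit read from the data, passing the limit was not always enough; inconclusive means only one of those two conditions met; inactive means neither condition met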
# Target sequence (Q9H3R0 2-372 limits assumed): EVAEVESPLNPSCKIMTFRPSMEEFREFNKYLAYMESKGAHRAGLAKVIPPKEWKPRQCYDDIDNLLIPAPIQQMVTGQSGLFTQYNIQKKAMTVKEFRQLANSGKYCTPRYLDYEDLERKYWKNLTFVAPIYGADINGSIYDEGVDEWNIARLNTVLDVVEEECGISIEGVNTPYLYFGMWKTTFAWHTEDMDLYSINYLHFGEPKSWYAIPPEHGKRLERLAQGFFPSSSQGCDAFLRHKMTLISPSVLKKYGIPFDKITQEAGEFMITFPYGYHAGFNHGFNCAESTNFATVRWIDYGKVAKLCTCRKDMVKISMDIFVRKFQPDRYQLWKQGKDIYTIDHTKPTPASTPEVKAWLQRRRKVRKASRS
#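 Test system – GST-tagged GASC-1 (JMJD2C) catalytic fragment, aa 2-372 · Medium – HEPES buffer, pH 7.5, plus ascorbate · Reagent – H3K9me3 peptide with Fe(II)/2OG · Compound – one test concentration per compound · Timing – 30 min reaction, 60 min detection, RT · Technique – TR-FRET with Eu antibody and ULight streptavidin, EDTA stop · Read-out basis – inhibition from TR-FRET ratio decrease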
# C diff HTS: inhibitors of Clostridium difficile growth; Clostridium difficile clinical isolate growth, OD600, 24 h; hits give low values; growth activity, negative = inhibition, % at 16 µg/mL (by protocol); 0.25% of 86,000 active; AID 1259249;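 active means mean growth activity at or below -80% and every replicate also at or below -80%; inconclusive means mean at or below -80% but some replicate above -80%; inactive means mean growth activity above -80%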;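 further: 0% = DMSO wells and -100% = levofloxacin 16 µg/mL wells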
# Pf Dd2 growth: blocks growth of Plasmodium falciparum Dd2 parasites. P. falciparum Dd2 growth, SYBR Green, 72 h; hits give low values. activity change, % at 10 µM. 2.3% of 94,000 active. AID 1159554; in the data active means activity change below about -80%; inconclusive means no clear call, values can overlap the other calls
# Tcruzi prolif: inhibitors of T. cruzi proliferation. inhibition, % at 8.34 µM. AID 624255. T. cruzi beta-gal in NIH3T3, GalScreen luminescence, 90 h. 5.9% of 77,000 active;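 active means mean inhibition above about 93%, with at least 55% of replicates each passing it, limit read from the data, passing the limit was not always enough; inconclusive means only one of those two conditions holds; inactive means neither condition holds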
# * hit, by the source's call; ? = inconclusive; / = no result given; & = joins results of further samples.
SMILES,GASC1 inh,C diff HTS,Pf Dd2 growth,Tcruzi prolif
CO[C@@H]1CN(C)C(=O)c2ccc(NS(=O)(=O)c3ccc(F)cc3)cc2OC[C@@H](C)N(C)C[C@H]1C,-0.2,/,7,-18
CS(=O)(=O)Nc1ccc2c(c1)[C@@H]1C[C@@H](CC(=O)NCc3ccc(Cl)cc3)O[C@H](CO)[C@@H]1O2,-1.8,-3,17,48
C[C@@H]1CN([C@H](C)CO)C(=O)c2cccc(N(C)C)c2O[C@H]1CN(C)CC1CC1,2.8,3,2,57
C[C@H]1CN([C@@H](C)CO)C(=O)c2cc(NC(=O)c3ccncc3)ccc2O[C@@H]1CN(C)S(=O)(=O)c1cccs1,-0.3,/,13,-25
C[C@H](CO)N1C[C@H](C)[C@H](CN(C)Cc2ccc(Oc3ccccc3)cc2)OCc2ccccc2-c2ccccc2C1=O,-1.2,9,-67,/
C[C@H]1CN([C@@H](C)CO)C(=O)CCCn2cc(nn2)CO[C@@H]1CN(C)C(=O)Nc1ccc(C(C)(C)C)cc1,/,1,-2,-5
C[C@@H]1CCCCO[C@@H](CN(C)S(=O)(=O)c2ccc(Cl)cc2)[C@@H](C)CN([C@H](C)CO)C(=O)c2cc(NC(=O)C3CCCCC3)ccc2O1,-1.7,8,-79,-11
CCCNC(=O)N[C@H]1CC[C@@H](CC(=O)NC2CCC2)O[C@H]1CO,-0.3,/,-4,-51
C[C@H](NC(=O)C[C@H]1C[C@@H]2c3cc(NC(=O)CN(C)C)ccc3O[C@@H]2[C@@H](CO)O1)c1ccccc1,0.6,1,15,27
CC(C)NC(=O)N(C)C[C@@H]1Oc2ccc(NC(=O)CCC(F)(F)F)cc2CC(=O)N([C@H](C)CO)C[C@@H]1C,-0.8,-3&-6,9,/
COc1ccc(S(=O)(=O)Nc2ccc3c(c2)C(=O)N([C@@H](C)CO)C[C@H](C)[C@@H](CN(C)S(=O)(=O)c2cn(C)cn2)O3)cc1,0.3,-3,-9,-5
C[C@H]1CN([C@@H](C)CO)C(=O)c2cc(C#CC3CC3)cnc2O[C@H]1CN(C)C(=O)C1CCCCC1,0.3,/,-18,53
C[C@H](CO)N1C[C@H](C)[C@H](CN(C)CC2CC2)Oc2cc(-c3cccc(C#N)c3)ccc2S1(=O)=O,0.7,1,-80,18
CC(C)CC#Cc1cnc2c(c1)C(=O)N([C@H](C)CO)C[C@H](C)[C@@H](CN(C)C(=O)C1CCOCC1)O2,-3.0,-6,27,20
C[C@H](CO)N1C[C@H](C)[C@@H](CN(C)C(=O)Nc2ccccc2)Oc2c(NC(=O)Nc3ccc4c(c3)OCO4)cccc2C1=O,-1.7,16,-9,15
C[C@@H]1CCCCO[C@H](CN(C)C)[C@@H](C)CN([C@H](C)CO)C(=O)c2cc(NS(=O)(=O)c3ccccc3)ccc2O1,0.8,-4,/,-2
O=C(C1CCCC1)N1[C@@H](CO)[C@@H]2c3ccccc3N(S(=O)(=O)c3ccccc3)C[C@@H]21,-0.1,-5,-22,87
COc1ccc(S(=O)(=O)Nc2ccc3c(c2)CC(=O)N([C@@H](C)CO)C[C@H](C)[C@@H](CN(C)Cc2ccc(C(F)(F)F)cc2)O3)cc1,0.8,30,-9,59
COc1ccc(S(=O)(=O)Nc2ccc3c(c2)C(=O)N([C@@H](C)CO)C[C@H](C)[C@H](CN(C)C(=O)NC(C)C)OCCCC[C@@H](C)O3)cc1,4.1,-7,/,20
Cc1noc(C)c1NC(=O)NCC[C@@H]1CC[C@H](NC(=O)Nc2cccc(F)c2)[C@H](CO)O1,-0.4,-5,-3,-17
C/C=C/c1cnc2c(c1)C(=O)N([C@@H](C)CO)C[C@H](C)[C@@H](CN(C)C(=O)C1CC1)O2,0.1,-4,43,-58
O=C(NCc1ccccc1)[C@@H]1[C@@H](CO)[C@@H]2Cn3c(ccc(/C=C/c4ccccc4)c3=O)[C@H]1N2CC1CC1,-1.4,19,-21,/
C[C@@H]1CN([C@@H](C)CO)C(=O)c2cc(NS(=O)(=O)c3ccccc3)ccc2O[C@@H](C)CCCCO[C@@H]1CN(C)C(=O)CCCN(C)C,1.0,0,56,80
CC(C)CC#Cc1cnc2c(c1)C(=O)N([C@@H](C)CO)C[C@@H](C)[C@H](CN(C)C(=O)Nc1cccc(F)c1)O2,0.0,-11,2,95
C[C@H](CO)N1C[C@H](C)[C@H](CN(C)S(=O)(=O)c2cccs2)OCCCC[C@H](C)Oc2ccc(NC(=O)NC3CCCCC3)cc2C1=O,-0.6,-12,-44,101*
CO[C@H](C(=O)N(C)C[C@H]1OCc2ccccc2-c2c(n(C)c3ccccc23)C(=O)N([C@H](C)CO)C[C@H]1C)c1ccccc1,-1.3,4,100,25
CC(C)C(=O)Nc1ccc2c(c1)C(=O)N(C)[C@H]1CC[C@H](CC(=O)NCc3ccccc3F)O[C@@H]1CO2,-1.2,-5,8,3
C[C@H]1CN([C@@H](C)CO)C(=O)c2cccc(NC(=O)Nc3ccc4c(c3)OCO4)c2O[C@H]1CN(C)C(=O)Nc1ccc(C(F)(F)F)cc1,0.5,15,13,11
C[C@@H]1CN([C@H](C)CO)C(=O)c2cc(NC(=O)Nc3cccc4ccccc34)ccc2O[C@@H]1CN(C)Cc1ccc(Cl)c(Cl)c1,-1.2,3,19,?
Cc1noc(C)c1NC(=O)N(C)C[C@@H]1OCCCC[C@H](C)Oc2ccc(NC(=O)Cc3ccccc3)cc2C(=O)N([C@H](C)CO)C[C@H]1C,0.3,0,55,19
C[C@@H](O)C#Cc1ccc2c(c1)O[C@H](CN(C)C)[C@@H](C)CN([C@@H](C)CO)S2(=O)=O,0.6,-1,4,4
CC(C)NC(=O)Nc1ccc2c(c1)C(=O)N([C@@H](C)CO)C[C@@H](C)[C@@H](CN(C)Cc1ccccc1)OCCCC[C@H](C)O2,-0.5,-8,-41,103*
C[C@@H]1CCCCO[C@@H](CN(C)C(=O)Nc2cccc3ccccc23)[C@H](C)CN([C@@H](C)CO)C(=O)c2cc(NC(=O)Nc3ccc4c(c3)OCO4)ccc2O1,0.3,2,-76,45
CCCN(C)C[C@@H]1Oc2cc(-c3ccc(C#N)cc3)ccc2S(=O)(=O)N([C@H](C)CO)C[C@@H]1C,7.4,0,-16,/
Cc1noc(C)c1S(=O)(=O)Nc1ccc2c(c1)C(=O)N([C@@H](C)CO)C[C@H](C)[C@H](CN(C)C(=O)C1CCCCC1)OCCCC[C@@H](C)O2,0.4,-2,-25,63
C[C@@H]1CN([C@H](C)CO)C(=O)c2cc(NC(=O)NC3CCCCC3)ccc2O[C@@H]1CN(C)C(=O)NC1CCCCC1,-0.4,-4,-14,6
CN(C)CC(=O)N1[C@H](C#N)[C@@H](c2ccccc2-c2ccccc2F)[C@H]1CO,2.8,4,-6,/
CC(=O)N[C@@H]1C=C[C@H](CC(=O)NCc2ccc(Cl)cc2)O[C@H]1CO,4.9,-3,22,-9
C[C@H](CO)N1C[C@H](C)[C@H](CN(C)C(=O)Nc2cc(F)ccc2F)Oc2cc(-c3cccc(C#N)c3)ccc2S1(=O)=O,0.0,-1,-13,/
C[C@@H]1CN([C@@H](C)CO)C(=O)Cc2cc(NC(=O)CCN3CCOCC3)ccc2O[C@@H]1CN(C)C,-1.5,4,-40,/
C[C@H](CO)N1C[C@H](C)[C@@H](CN(C)CC2CCCCC2)OCCCC[C@H](C)Oc2ccc(NS(=O)(=O)c3cccs3)cc2C1=O,-1.4,13,28,27
O=C(C[C@@H]1C=C[C@H](NC(=O)Nc2ccccc2)[C@@H](CO)O1)NCc1ccccn1,1.4,/,-20,39
CCC(=O)N1CC[C@H]2[C@H](CO)Nc3ccc(-c4ccccc4)cc3[C@H]21,-2.0,-8,4,33
CO[C@@H]1CN(C)C(=O)c2cc(NC(=O)C3CC3)ccc2OC[C@H](C)N(C(=O)c2ccccn2)C[C@H]1C,-1.2,/,/,-57
C[C@@H]1CN([C@H](C)CO)S(=O)(=O)c2ccc(C#CC3CC3)cc2O[C@@H]1CN(C)C(=O)c1cccnc1,0.5,5,-2,34
CCCNC(=O)Nc1ccc2c(c1)C(=O)N(C)[C@@H]1CC[C@H](CC(=O)NC3CCC3)O[C@H]1CO2,3.2,2,-33,71
CCNC(=O)C[C@H]1CC[C@@H]2[C@H](COC[C@@H](O)CN2C(=O)C2CCCC2)O1,-1.9,/,8,17
CN1CCN(C(=O)c2cc3c(c(-c4cccc(C5=CCCC5)c4)n2)[C@@H](CCO)N([S@](=O)C(C)(C)C)C3)CC1,3.1,/,7,47
Cc1ccc(S(=O)(=O)N(C)C[C@@H]2OCCCC[C@H](C)Oc3ccc(NS(=O)(=O)c4ccccc4)cc3C(=O)N([C@H](C)CO)C[C@@H]2C)cc1,-0.4,-7,-59,?
C[C@H](CO)N1C[C@H](C)[C@@H](CN(C)Cc2cccnc2)Oc2cc(/C=C/c3ccccc3)ccc2S1(=O)=O,8.7,-1,-89*,/
COc1cccc(C#Cc2ccc3c(c2)O[C@@H](CN(C)S(=O)(=O)c2ccccc2F)[C@@H](C)CN([C@H](C)CO)S3(=O)=O)c1,1.0,11,-41,101*
Fc1ccc(-c2ccc(C3[C@H]4CNC[C@@H]3N4Cc3ccccn3)cc2)cc1 (stereo partly drawn),1.5,-3,13,/
C[C@H]1CN([C@@H](C)CO)C(=O)c2cccc(NC(=O)c3ccc(-c4nccs4)cc3)c2O[C@@H]1CN(C)Cc1ccc(Cl)c(Cl)c1,-2.4,8,-46,45
CN(C)C(=O)c1ccc(-c2ccc3c(c2)[C@H]2[C@H](CCN2C(=O)Cc2ccccn2)[C@@H](CO)N3C)cc1,2.5,-6,-38,?
O=C(C[C@H]1C=C[C@H](NC(=O)Cc2cccnc2)[C@@H](CO)O1)NCc1ccc2c(c1)OCO2,0.4,/,9,11
C[C@H]1CN([C@@H](C)CO)C(=O)c2c(c3ccccc3n2C)-c2ccccc2CO[C@@H]1CN(C)S(=O)(=O)c1cccc(F)c1,7.5,4,-88*,102*
CC(C)NC(=O)NC[C@H]1[C@@H](c2ccccc2)[C@@H](CO)N1C(=O)c1ccccc1,0.3,-2,24,52
O=C(Cc1ccccn1)N1CC(=O)N2[C@@H](CO)[C@H](c3ccc(C#CC4CCCC4)cc3)[C@@H]2C1,0.0,10,-21,/
CCCNC(=O)N1C[C@@H](O)COC[C@H]2O[C@H](CC(=O)N[C@H]3CCN(Cc4ccccc4)C3)CC[C@@H]21,1.2,7&-1,/,-61
O=C(NCC[C@H]1CC[C@H](NC(=O)C2CC2)[C@@H](CO)O1)c1cnccn1,-3.8,-1,11,/
C[C@@H]1CN([C@H](C)CO)C(=O)c2cc(C3=CCCCC3)cnc2O[C@H]1CN(C)C(=O)CN1CCOCC1,2.5,-3,19,/
C[C@H](CO)N1C[C@H](C)[C@H](CN(C)C(=O)C2CCOCC2)Oc2ncc(-c3ccncc3)cc2C1=O,-0.8,0,32,-67
COc1ccc2c3c(n(C)c2c1)[C@@H](CO)N(S(C)(=O)=O)CC31CCN(CC2CCCCC2)CC1,-1.8,-10,-75,/

# Ordered by SMILES length (high to low): eight of the compounds above
SMILES,GASC1 inh,C diff HTS,Pf Dd2 growth,Tcruzi prolif
C[C@H]1CN([C@@H](C)CO)C(=O)c2cccc(NC(=O)c3ccc(-c4nccs4)cc3)c2O[C@@H]1CN(C)Cc1ccc(Cl)c(Cl)c1,-2.4,8,-46,45
CCCNC(=O)N1C[C@@H](O)COC[C@H]2O[C@H](CC(=O)N[C@H]3CCN(Cc4ccccc4)C3)CC[C@@H]21,1.2,7&-1,/,-61
CN(C)C(=O)c1ccc(-c2ccc3c(c2)[C@H]2[C@H](CCN2C(=O)Cc2ccccn2)[C@@H](CO)N3C)cc1,2.5,-6,-38,?
C[C@@H]1CN([C@H](C)CO)C(=O)c2cc(C3=CCCCC3)cnc2O[C@H]1CN(C)C(=O)CN1CCOCC1,2.5,-3,19,/
C[C@H](CO)N1C[C@H](C)[C@H](CN(C)C(=O)C2CCOCC2)Oc2ncc(-c3ccncc3)cc2C1=O,-0.8,0,32,-67
O=C(C[C@H]1C=C[C@H](NC(=O)Cc2cccnc2)[C@@H](CO)O1)NCc1ccc2c(c1)OCO2,0.4,/,9,11
COc1ccc2c3c(n(C)c2c1)[C@@H](CO)N(S(C)(=O)=O)CC31CCN(CC2CCCCC2)CC1,-1.8,-10,-75,/
CC(C)NC(=O)NC[C@H]1[C@@H](c2ccccc2)[C@@H](CO)N1C(=O)c1ccccc1,0.3,-2,24,52
